# Screening data from PubChem BioAssay.
# Rad51 HR inh – human RAD51 strand exchange inhibitors, primary screen, biochemical, fluorescence; hRad51 DNA strand exchange, fluorescence dequenching; DNA repair protein RAD51 homolog 1 (Homo sapiens), Q06609; actives 0.085% (n = 200,000); inhibition, % at 10 µM; AID 1385, 2008;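 active = inhibition above 40% at the single screening dose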;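 note: 0% = DMSO control wells and 100% = blanks with heterologous ssDNA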
#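 System: hRad51 filaments on single-stranded DNA; reagent: Fluorescein- and BHQ1-tagged 47-mer duplex; compound dosing: one concentration, 10 µM final; timing: filaments 15 min 37 °C, then compound 30 min; measured by: fluorescein emission 520 nm, excitation 485 nm; benchmarks: per-plate controls and blanks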
# PERK inh – block of dimerizer-induced PERK translation repression, primary screen, PERK inhibitor project, CHO PERK-DD cells, SEAP luminescence, HTS; Eukaryotic translation initiation factor 2-alpha kinase 3 (Homo sapiens), Q9NZJ5; CHO PERK-DD fusion, SEAP luminescence translation reporter; inhibition, % at 5.6 µM; actives 0.17% (n = 220,000);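 active = inhibition above the mean inhibition of all tested compounds plus 3 SD, set separately per screening campaign, cut at about 2.9% in these data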;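 note: PERK kinase domain activated by AP20187 dimerizer at 100 nM; 0% = DMSO with dimerizer and 100% = rapamycin at 8.4 µM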
# FXIa inh – human FXIa protease inhibitors, primary screen, biochemical, 1536-well | Coagulation factor XI (Homo sapiens), P03951 | purified FXIa, Boc-Glu-Ala-Arg-AMC fluorogenic substrate | inhibition, % at 5 µM | actives 0.14% (n = 220,000) | AID 798, 2007;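 active = inhibition of at least 40%; inactive = inhibition below 40%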;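 note: fluorescence of freed AMC excited at 355 nm; 0% = enzyme without compound and 100% = no enzyme blank; many of its hits are not listed in these tables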
# FXIIa inh 1536 – human FXIIa protease inhibitors, primary screen, biochemical, 1536-well; Coagulation factor XII (Homo sapiens), P00748; inhibition, % at 5 µM; actives 0.3% (n = 220,000); purified FXIIa, Boc-QGR-AMC fluorogenic substrate, 2 h; in the data active = inhibition above about 40%;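 note: 0% = enzyme with no compound and 100% = blank without enzyme; many of its hits are not listed in these tables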
# Target sequence (P00748 20-372 limits assumed): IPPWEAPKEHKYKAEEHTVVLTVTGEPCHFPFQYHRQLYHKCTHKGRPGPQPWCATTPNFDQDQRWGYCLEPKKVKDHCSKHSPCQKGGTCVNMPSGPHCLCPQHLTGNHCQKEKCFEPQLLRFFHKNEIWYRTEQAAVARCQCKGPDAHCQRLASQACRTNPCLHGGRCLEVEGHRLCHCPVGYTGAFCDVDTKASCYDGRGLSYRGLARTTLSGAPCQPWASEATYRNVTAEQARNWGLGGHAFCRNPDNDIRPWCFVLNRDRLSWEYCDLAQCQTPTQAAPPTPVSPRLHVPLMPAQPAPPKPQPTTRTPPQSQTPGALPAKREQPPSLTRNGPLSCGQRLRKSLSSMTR
# Target sequence (P00748 373-615 limits assumed): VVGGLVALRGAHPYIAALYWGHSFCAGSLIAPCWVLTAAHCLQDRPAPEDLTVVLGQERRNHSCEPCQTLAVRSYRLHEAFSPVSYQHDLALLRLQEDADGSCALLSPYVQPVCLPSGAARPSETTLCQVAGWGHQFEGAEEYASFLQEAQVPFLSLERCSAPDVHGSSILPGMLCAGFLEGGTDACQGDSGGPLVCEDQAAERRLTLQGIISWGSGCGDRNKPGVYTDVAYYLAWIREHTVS
# thrombin 1536 – human alpha-thrombin inhibitors, primary screen, counter-screen for coagulation protease inhibitor project, biochemical, 1536-well, fluorogenic AMC substrate; Boc-VPR-AMC fluorogenic substrate cleavage; inhibition, % at 5 µM; actives 0.26% (n = 220,000);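 active = inhibition at or above 40%; inactive = inhibition below 40%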;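 note: 0% = enzyme with no compound and 100% = wells without enzyme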
#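 Assay system: human alpha-thrombin enzyme. Reagent: Boc-VPR-AMC substrate, 15 µM final. Compound dosing: one concentration per compound, 5 µM, with 0.2% DMSO. Incubation: room-temperature reaction. Technique: AMC fluorescence, 355/460 nm. Measure: % inhibition relative to enzyme controls and enzyme-free blanks.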
# hK5 inh – human KLK5 protease inhibitors, primary screen, biochemical, 1536-well; Kallikrein-5 (Homo sapiens), Q9Y337; recombinant hK5, fluorogenic AMC substrate cleavage; inhibition, % at 5 µM; actives 0.59% (n = 210,000); AID 873, 2007;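 active = inhibition of 40% or more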;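 note: 0% = enzyme controls without compound and 100% = no-enzyme blanks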
# Target sequence (Q9Y337 67-293 limits assumed): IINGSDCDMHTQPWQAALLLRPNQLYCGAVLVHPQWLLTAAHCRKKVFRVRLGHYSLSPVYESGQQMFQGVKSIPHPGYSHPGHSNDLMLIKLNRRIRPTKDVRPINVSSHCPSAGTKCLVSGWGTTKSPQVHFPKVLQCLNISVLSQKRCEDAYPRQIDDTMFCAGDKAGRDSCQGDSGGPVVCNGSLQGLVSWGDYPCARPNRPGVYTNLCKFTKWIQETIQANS
# m-calpain inh – inhibitors of pig calpain II, primary screen, biochemical, fluorogenic peptide substrate, 1536-well; purified calpain II, 30 min; inhibition, % at 16 µM; actives 0.37% (n = 220,000); AID 1236, 2008;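 active = inhibition above about 50%, limit read from the data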
# Furin inhibitor – human furin inhibitors, primary screen, biochemical, fluorescence intensity; P09958; purified furin, fluorogenic substrate cleavage; inhibition, % at 30 µM; actives 0.061% (n = 220,000); AID 463115, 2010; in the data active = inhibition above about 25%; note: inactives centre near -15
# Cl transport mod – KCC2 cotransporter modulators, thallium flux, primary screen, cell-based, HEK293 KCC2, FluoZin-2 fluorescence, MLSMR. Solute carrier family 12 member 5 (Homo sapiens), Q9H2X9. B-score of Tl+ flux slope (higher = more flux/activation; lower = inhibition) at 10 µM. actives 2.2% (n = 190,000). KCC2 cells, thallium flux FluoZin-2 fluorescence;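 active = thallium flux slope and its plate-corrected score both differing from the plate sample mean at a set confidence after two filtering rounds, in either direction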;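 note: slope of fluorescence scaled to starting intensity during 10 to 20 s after thallium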
# Active calls of the source: *; . = no result given; [ ] = remark or other dose.
# Under each structure: FXIIa inh 1536, thrombin 1536, m-calpain inh, PERK inh, FXIa inh, Furin inhibitor, Cl transport mod, Rad51 HR inh, hK5 inh
Cc1cc(C(=O)Nc2nc(C)c(C(=O)N(C)C)s2)ccc1[N+](=O)[O-]
  53*, 43*, 33, 0.2, 15, -14, -0.082, 16, 24
Brc1ccc(CN2C3=NCCCN3c3ccccc32)cc1
  2, -3, -14, 0.0, 5, -29, -0.081, 4, -4
O=C(O)CC1(CC(=O)NCc2ccccn2)CCCCC1
  5, -6, -12, 0.7, 1, -18, -0.53, 17, -2
O=C(CSc1nc2ccccc2c(=O)n1CCCO)NCc1ccccc1
  10, -4, 8, 0.2, -6, -22, ., -2, 6
CC12CN3CCN(CC(C3)/C1=N/N=C/c1cccc([N+](=O)[O-])c1)C2
  7, -2, 6, -0.1, 1, -20, 0.52, 0, -2
Cc1c(NC(=O)c2cc(-c3ccc(O)cc3)on2)c(=O)n(-c2ccccc2)n1C
  5, -4, -24, 1.5, 2, -12, -0.11, ., 2
Cc1cc(C(=O)OCC(=O)N2CCCC2)c2ccccc2n1
  9, 1, -33, 0.0, -6, -18[20 µM], -0.19, -3, -27
CCOC(=O)C1(Cc2cccc(F)c2)CCN(CC2CC2)CC1
  5, -1, 20, -0.7, 2, -17, -0.55, ., -1
O=C(Cn1cnnn1)Nc1ccccc1Cc1ccccc1
  17, 3, -27, -0.6, -1, -21, 0.43, -3, -23
Cc1ccc(/C=N/Nc2ccc(Cl)nn2)cc1
  8, -5, -25, 0.1, 0, -18, -0.2, -6, -2
O=c1nc(N2CCOCC2)ccn1-c1nc(-c2ccccc2)sc1-c1ccccc1
  5, -4, -11, 0.3, 7, -14, -0.27, -18, -4
Cc1cc(C)cc(N2CCCn3c2nc2c3c(=O)n(CCN3CCOCC3)c(=O)n2C)c1
  3, -1, 4, -1.0, 2, -15[20 µM], 0.82, 11, 0
COc1ccc(C)cc1NC(=O)CCC(=O)Nc1ccc2nc(N3CCN(C)CC3)cc(C)c2c1
  -13, -2, -98, -0.9, -18, -26, 0.033, ., -12
CN1CCC(N(C)C(=O)COc2ccccc2-c2ccccc2)CC1
  0, -6, 5, 0.7, 5, -38, -0.03, 1, -21
O=C(C[n+]1ccn(CCCNP2(=O)C=C(c3ccccc3)OC(c3ccccc3)=C2)c1)c1cccs1
  -1, -13, 22, -0.2, -22, -14, 0.52, -9, -8
O=C(O)C1CC(=O)N(Cc2ccc(F)cc2)C1 (stereo unspecified)
  10, 17, 11, 0.1, 5, -19, -1, 9, 27
Cc1ccc(C)c(NCCC#N)c1
  0, -10, -15, 0.5, -4, -3, -0.48, -4, -7
N#CCC(=O)Nc1ccc(C(=O)OCC(=O)Nc2ccccc2Sc2ccccc2)cc1
  6, 4, -136, 1.4, -3, -23, -1.1, -13, 1
Cc1cc(Nc2c(C)n(C)n(-c3ccccc3)c2=O)n2c(nc3ccccc32)c1C#N
  11, -2, -8, 0.4, -1, -23[20 µM], ., ., -8
O=C(NCc1ccccc1)/C(NC(=O)c1ccccc1)=C(/Sc1ccccn1)c1ccccc1
  3, -3, 23, -1.6, -5, -7[20 µM], 0.27, 3, -3
O=C(N/N=C/c1cccs1)[C@H]1C[C@@H]1c1ccccc1
  4, -5, -2, 0.4, 12, -9, 1.1, 15, -10
Cc1cc(C(F)F)nn1CC(=O)NC1C(=O)N2C(C(=O)O)=C(CSc3nnnn3C)CSC12 (stereo unspecified)
  1, -13, 4, 1.5, -4, -14, 0.2, -1, -11
NC(=S)NNC(=O)c1ccccc1
  14, 2, -1, 0.1, 4, -15[20 µM], 0.28, -1, -7
CC(=O)c1ccc(NS(=O)(=O)c2ccccc2)cc1
  8, -4, -12, -0.2, 7, -13[20 µM], 0.39, 5, 5
O=C(c1ccc(S(=O)(=O)N2CCOCC2)cc1)N1CCN(c2ccccc2)CC1
  -12, -8, -21, 0.3, -6, -15, 0.35, -8, -1
Cc1ccc(N2CC(C(=O)NC3=NCCS3)CC2=O)cc1 (stereo unspecified)
  8, -1, -9, -1.1, -6, -13[20 µM], ., 4, -21
CNC(=O)c1cc2c(s1)CCCCCC2
  0, -1, 20, 0.7, 2, -8[20 µM], -0.1, 4, 7
CCN1C(=O)CC(NCc2ccc(S(N)(=O)=O)cc2)C1=O (stereo unspecified)
  6, -4, -5, 0.6, 1, -19, 1, ., -1
CC(C)(C)CC(=O)NC(=S)NCCc1ccccc1
  15, 0, -12, 0.5, 0, -27[20 µM], ., -2, -3
O=C(N/N=C/CCc1ccccc1)c1ccccc1
  3, -2, 18, -0.8, -12, -21[20 µM], ., 3, 6
Cc1ccc2nc3ccc(N4CCCC4)nn3c(=O)c2c1
  -3, -2, -89, -1.0, -12, -10, ., -7, 4
CN(C(=O)CSc1nnc(-c2ccncc2)n1Cc1ccccc1)C1CCS(=O)(=O)C1 (stereo unspecified)
  4, -2, 2, 0.9, 6, -25, -0.079, 12, -8
CCOC(=O)N1CCC(NC(=O)c2cc(S(=O)(=O)N3CCOCC3)ccc2F)CC1
  0, -3, -2, 0.0, -5, -6, 0.078, ., 5
Cc1cccc(-n2nc([N+](=O)[O-])c(=NCc3cccnc3)n2O)c1
  -19, -2, 19, -0.1, -9, -16[20 µM], ., -5, 3
O=C(NCCN1CCOCC1)c1cn(-c2ccccc2)nc1-c1cccs1
  8, 12, -66, -0.1, 8, -14[20 µM], 0.51, ., -25
Cc1ccc2c(c1)N(CC(=O)NCc1cccs1)C(=O)C(C)O2 (stereo unspecified)
  11, 0, -17, 0.7, -2, -21[20 µM], 0.31, 10, -6
COc1ccc(C(=O)OCC(=O)Nc2nc3c(F)c(F)c(F)cc3s2)cc1OC
  4, -10, -2, 0.7, -5, -24, 0.26, -5, -2
O=C(N/N=C/c1cnc(N2CCOCC2)s1)c1ccccc1
  7, ., -38, -0.1, 6, 1, 0.3, -7, 2
COc1ccc(C(C(C(=O)c2cccs2)N2CCOCC2)N2CCOCC2)cc1OC (stereo unspecified)
  8, 4, 17, 0.2, 2, 3[20 µM], 0.52, -1, -6
CSCCC(NC(=O)c1ccccc1)C(=O)OCC(=O)Nc1ccc(C)c(Cl)c1 (stereo unspecified)
  -4, -1, 13, 0.5, -5, -11[20 µM], -0.053, 9, 0
O=C(c1ccccc1Oc1ccccc1)N1CCN(c2ccccc2)CC1
  -3, 4, -12, 0.1, 4, -17, -0.047, -3, 5
Cn1c(=O)c2c(ncn2CC(=O)N(Cc2ccccc2)c2ccccn2)n(C)c1=O
  11, -2, 0, -0.5, 5, -14, ., 1, -8
c1ccc2c(c1)Sc1ccccc1-n1cnnc1-2
  15, 3, -6, 0.8, 10, -15[20 µM], -1.4, 10, -5
CN1CCN(S(=O)(=O)c2cnccc2N2CCN(c3cccc(Cl)c3)CC2)CC1
  14, -3, -34, -1.0, 2, -19, ., 11, -16
O=C1CC(c2ccccc2)CC(O)=C1C=NCc1ccco1 (stereo unspecified)
  -14, -10, -4, 0.5, -6, -10[20 µM], 0.73, 0, -4
O=C(NCCc1c[nH]c2ccccc12)c1cncc(Br)c1
  7, 4, -16, -0.5, 0, -22, -0.43, 4, -17
CCn1ncc(/C=N\NC(=O)c2csc3ccccc23)c1C
  8, -1, -5, 0.6, 3, -21[20 µM], -0.37, -9, 4
Cc1[nH]c2ccccc2c1CN1CCc2ccccc2C1
  4, -5, -11, -1.4, -4, -23[20 µM], 0.66, 9, -12
CCN=C1SC(CC(=O)NC(C)c2ccccc2)C(=O)N1CC (stereo unspecified)
  5, 1, 26, 0.7, 1, -21, 0.17, -31, -1
CCOC(=O)c1c[nH]n(-c2ccc(C)cc2)c1=O
  8, -5, -50, 1.4, -1, -18, 0.51, 3, 1
O=C(O)Cc1ccc(NC(=O)c2cccs2)cc1
  16, -9, 1, -0.3, 15, -18[20 µM], ., -2, -3
CCOc1ccc(-c2cc(CCCC(=O)Nc3cc(OC)ccc3OC)no2)cc1
  13, -5, 15, -0.4, -1, -7, ., 6, 10
CCc1nc2ccccc2c(C(=O)OC2CCOC2=O)c1C (stereo unspecified)
  9, -8, -23, 0.2, 3, -1, -0.052, 7, -3
Cc1cc(C)c2cc(C=O)c(Cl)nc2c1
  3, 1, 12, 0.1, -6, -18, -1.4, -9, 2
Cc1ccc(C(=O)N/C(=C\C=C\c2ccccc2)C(=O)NCc2ccco2)cc1
  5, -9, -27, -0.5, 1, -9, -2.2, 8, -8
N=c1c(C(=O)NCc2ccc(F)cc2)cc2c(=O)n3ccccc3nc2n1CCCN1CCOCC1
  -7, -4, -427, -0.5, -1, -137, -0.091, -1, 2
CCOC(=O)Cc1csc(N/N=C\c2cccc(Br)c2)n1
  9, -3, -25, 1.2, -8, -12, 0.87, ., -2
CC(C)CNC(=O)COC(=O)c1ccc(Cl)c(S(=O)(=O)N2CCc3ccccc32)c1
  2, -9, -2, -0.8, -4, -13, -0.27, 15, -5
O=C(O)CCC(=O)NCCn1c(-c2ccccc2)csc1=Nc1ccccc1
  19, 2, -21, -0.7, 5, -16, -0.2, 4, 8
C/C=C/c1ccc(OCCCN2C(=O)NC(C)(C)C2=O)c(OC)c1
  13, -3, -33, -0.4, 3, -15, -0.65, -2, 4

# Compound profiles (already shown). Screens in order: FXIIa inh 1536 | thrombin 1536 | m-calpain inh | PERK inh | FXIa inh | Furin inhibitor | Cl transport mod | Rad51 HR inh | hK5 inh
# `c1ccc2c(c1)Sc1ccccc1-n1cnnc1-2` as listed: 15 | 3 | -6 | 0.8 | 10 | -15[20 µM] | -1.4 | 10 | -5
# `CCOC(=O)c1c[nH]n(-c2ccc(C)cc2)c1=O` as listed: 8 | -5 | -50 | 1.4 | -1 | -18 | 0.51 | 3 | 1

# Remaining list, next part:
# Under each structure: FXIIa inh 1536, thrombin 1536, m-calpain inh, PERK inh, FXIa inh, Furin inhibitor, Cl transport mod, Rad51 HR inh, hK5 inh
Cc1nc2c3cc(F)ccc3n(Cc3ccccc3)c2s1
  1, -7, 25, -1.0, 3, -6, -0.29, ., -24
CC(C)N1CCC(=NNc2ccc([N+](=O)[O-])cc2S(=O)(=O)N2CCOCC2)CC1
  12, -2, -11, 1.0, 2, -7, 0.028, 18, 5
COc1cccc(NC(=O)c2cc(-c3ccncc3)nc3c(C)cc(C)cc23)c1
  -3, 2, -144, -0.6, -5, -14, -0.057, 0, -21
O=c1[nH][nH]c(=O)c2c(NS(=O)(=O)c3ccccc3)cccc12
  8, 2, -32, 0.3, -1, -16, -0.93, 12, -6
O=C(Nc1cc(-c2ccccc2)[nH]n1)c1ccccc1F
  9, 0, -4, 1.4, 2, -16, -1.1, -1, 1
O=C(N/N=C\c1cc(Br)ccc1O)c1ccc(S(=O)(=O)N2CCCCC2)cc1
  18, -6, -1, 0.8, 12, -12, -0.34, 7, -38
CCNc1nc(NCC)nc(N(CC)C(N)=S)n1
  1, -5, -12, -2.0, 0, -18, -0.94, 11, -5
CN(C)S(=O)(=O)c1ccc(C(=O)Nc2nnc(-c3ccc4c(c3)CCCC4)o2)cc1
  8, -8, -204, 1.6, 2, -28, 8.1*, -8, -88

# A portion of the library, so the mix of outcomes need not match the whole.
